OXTR potentiate: potentiators of human oxytocin receptor; P30559; CHO-OTR cells, Fluo-8 calcium fluorescence, potentiator mode; 0% = oxytocin EC15, 100% = EC100; activation, % at 3 µM; 320,000 compounds, 0.061% hits; AID 2445;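 active means activation above that plate's cutoff, the mean activation of tested compounds plus 3 SD, cut at about 6.6% in these data, passing the limit was not always enough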;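 further: 100% uses oxytocin at 75 nM as the full agonist control; some results filed as inactive read as strong as hits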
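System: human OTR in CHO cells; Also added: sub-maximal oxytocin, roughly EC15; Timing: compound 6 min at room temperature before oxytocin, 100 s read; Technique: Fluo-8 intracellular calcium fluorescence, ex 470-495, em 515-575 nm; Controls: oxytocin EC15 low and EC100 high; Replication: singlicate.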
CHRM1 antagonist: human CHRM1 antagonism | P11229 | CHO-K1 hM1, Fluo-8 calcium fluorescence, ACh EC80 antagonist | inhibition, % at 3 µM | 360,000 compounds, 1.3% hits | AID 588852;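 active means percent inhibition above its own plate's cutoff, namely the mean of that plate's compound wells plus 3 SD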;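 further: peak over basal fluorescence ratio during 140 s after agonist addition; 0% = ACh EC80 plus DMSO and 100% = DMSO alone without agonist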
Target sequence (P11229 whole entry, looked up): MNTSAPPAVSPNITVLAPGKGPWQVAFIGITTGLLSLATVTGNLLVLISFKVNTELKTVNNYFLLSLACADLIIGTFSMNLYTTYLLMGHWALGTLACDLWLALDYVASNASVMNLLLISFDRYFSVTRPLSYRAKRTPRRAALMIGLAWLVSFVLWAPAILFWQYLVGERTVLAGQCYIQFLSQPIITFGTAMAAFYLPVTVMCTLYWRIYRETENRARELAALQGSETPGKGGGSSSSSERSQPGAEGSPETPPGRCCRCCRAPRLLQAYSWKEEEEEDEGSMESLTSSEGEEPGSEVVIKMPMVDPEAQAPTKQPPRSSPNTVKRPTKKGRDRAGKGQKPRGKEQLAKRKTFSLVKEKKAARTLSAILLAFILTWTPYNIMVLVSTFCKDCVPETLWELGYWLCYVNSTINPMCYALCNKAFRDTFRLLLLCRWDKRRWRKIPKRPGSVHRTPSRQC
TAAR1 antagonist: human TAAR1 antagonism; CHO RD-HGA16 TAAR1, Fluo-8 calcium fluorescence, antagonist; 360,000 compounds, 1.5% hits; Q96RJ0; inhibition, % at 3 µM;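 active means inhibition above a per-plate cutoff, the mean inhibition of test compounds on that plate plus 3 SD, cut at about 49% in these data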;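 further: 0% = DMSO plus EC80 beta-PEA response and 100% = DMSO alone without agonist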
Target sequence (Q96RJ0 whole entry, looked up): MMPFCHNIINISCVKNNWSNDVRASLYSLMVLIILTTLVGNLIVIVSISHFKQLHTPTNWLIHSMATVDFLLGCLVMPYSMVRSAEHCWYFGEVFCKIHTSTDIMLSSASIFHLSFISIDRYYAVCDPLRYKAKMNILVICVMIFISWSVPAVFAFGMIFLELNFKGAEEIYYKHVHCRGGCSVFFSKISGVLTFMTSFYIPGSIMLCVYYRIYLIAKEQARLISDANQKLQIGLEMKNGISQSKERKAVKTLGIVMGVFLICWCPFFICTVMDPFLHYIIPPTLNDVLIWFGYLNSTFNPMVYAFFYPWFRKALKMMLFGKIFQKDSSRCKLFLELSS
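Assay system: CHO-derived RD-HGA16 cells stably expressing human TAAR1 plus Gα16. Timing: 140 s kinetic read after compound, 140 s after agonist. Technique: kinetic Fluo-8 calcium fluorescence measurement. Measure: % inhibition of agonist calcium response.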
OXTR ag: human OXTR agonism | P30559 | CHO-OTR cells, Fluo-8 calcium fluorescence; normalized: DMSO 0%, oxytocin 100% | activation, % at 3 µM | 320,000 compounds, 0.32% hits | AID 2435;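 active means activation above the mean of all tested compounds plus 3 SD, cutoff set per screening run, cut at about 20% in these data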;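 further: peak over basal fluorescence ratio from a 100 s FLIPR kinetic read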
M1 ag: activates human CHRM1 receptor | activation, % at 3 µM | 360,000 compounds, 0.33% hits | CHO-K1 hM1, Fluo-8 calcium fluorescence, agonist mode; 0% DMSO, 100% acetylcholine EC100;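 active means activation above the run's mean compound activation plus 3 SD, cut at about 16% in these data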;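 further: peak over basal fluorescence ratio within a 140 s kinetic read after compound addition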
CHRM1 PAM: human CHRM1 positive allosteric modulation | P11229 | CHO-K1 hM1, Fluo-8 calcium fluorescence, ACh EC20; 0% = ACh EC20, 100% = maximal ACh | activation, % at 3 µM | 360,000 compounds, 0.088% hits | AID 588819; in the data active means activation above about 19%, passing the limit was not always enough
CHO parental Ca: counter-screen: ATP calcium response change in parental CHO cells; parental CHO-K1, ATP-induced calcium, Fluo-8 fluorescence; inhibition, % at 5.6 µM; 330,000 compounds, 0.63% hits; AID 463079;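 active means inhibition above that plate's mean sample inhibition plus 3 SD, cut at about 26% in these data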;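 further: 0% = ATP-challenged DMSO wells and 100% = DMSO wells without ATP; some compounds past the cut are filed as inactive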
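Material: Parental CHO cells | Reagent: ATP | Compound dosing: Single nominal dose of 5.6 µM per compound | Detection: Intracellular calcium via Fluo-8 no-wash fluorescent dye | Read-out: % inhibition of ATP-induced calcium mobilization | Benchmarks: Low control ATP plus DMSO, high control DMSO only | Replicates: Singlicate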
TAAR1 agonist: human TAAR1 agonism; Q96RJ0; CHO RD-HGA16 TAAR1, Fluo-8 calcium fluorescence; vehicle wells 0%, saturating PEA agonist 100%; activation, % at 3 µM; 360,000 compounds, 0.99% hits;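 active means activation above the mean activation of all test compounds in the run plus 3 SD, cut at about 38% in these data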
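test system = CHO RD-HGA16 cells carrying human TAAR1 plus Gα16 | schedule = 17-24 h seeding, 75 min 37 °C dye, 30 min RT | compound dosing = 3 µM single concentration | control set = DMSO and PEA EC100 | replicates = n 1 | signal = Fluo-8 fluorescence, 5 s baseline then 140 s kinetic read | measure = percent activation vs PEA EC100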
V1R ag counter: activates human V1a receptor in oxytocin agonist counter-screen. activation, % at 3 µM. AID 2797. 320,000 compounds, 0.25% hits. CHO-V1R cells, Fluo-8 calcium fluorescence, agonist mode; 0% DMSO, 100% 3 nM vasopressin. P37288;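 active means activation above the mean activation of all tested compounds plus 3 SD, per screening run, cut at about 20% in these data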;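 further: signal is peak over basal fluorescence ratio across a 100 second FLIPR read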
Numbers without * were called inactive; / = no result given.

Results follow in this order: M1 ag, CHO parental Ca, CHRM1 PAM, CHRM1 antagonist, TAAR1 agonist, OXTR ag, TAAR1 antagonist, V1R ag counter, OXTR potentiate
1. NC(=O)Cn1c(=O)n(-c2ccccc2)c(=O)c2oc3ccccc3c21
  -3, -5, 3, -3, 5, 1.1, -29, -0.3, -1
2. O=C1Nc2cc(C(=O)N3CCC(N4CCCCC4)CC3)ccc2S/C1=C\c1ccccc1
  -5, -16, -9, 12, 4, 4.0, 12, 4.7, -1
3. C/C(=N\NC(=S)Nc1ccccc1)C1Cc2ccccc2C(=O)O1 (stereo not drawn)
  -4, -24, 7, -3, 4, 0.9, -25, 0.6, -2
4. c1ccc(Cn2ccnc2SCc2nnc(-c3ccccc3)o2)cc1
  -2, -4, 3, -3, 10, 2.7, -14, 3.2, -9
5. Brc1cccc(-c2n[nH]c(-c3ccccc3)n2)c1
  -3, 97*, -4, 5, 4, 1.4, 18, 2.9, -21
6. O=C(CCNC(=O)c1ccccc1)Oc1ccc([N+](=O)[O-])cc1
  -4, 3, 6, -8, 1, 0.4, 7, 2.7, -1
7. Cc1nn(CC(C)C)c(Cl)c1C(=O)N(C)CC(=O)Nc1c(Cl)cccc1Cl
  -1, 5, 3, -7, 3, -0.6, -36, 0.7, -6
8. CC(C)(C)NC(=O)CN(C(=O)c1snc(C(=O)NC2CCCCC2)c1N)c1ccccc1F
  -3, -32, 6, -2, -2, -1.6, -18, -0.7, -11
9. CN1CCN(S(=O)(=O)c2cccc(C(=O)NCCOc3ccccc3)c2)CC1
  -5, -10, 0, -1, 2, -0.9, -46, -0.1, 0
10. Cc1cc(SCC(=O)NN)c2cc(Br)ccc2n1
  -7, -19, -12, 4, 0, -0.8, -16, -2.0, -10
11. Cc1nnc(SCC2=C(C(=O)O)N3C(=O)C(NC(=O)Cn4nc(C(F)F)c(Cl)c4C)C3SC2)s1 (stereo not drawn)
  -3, 0, 5, -4, 0, 0.3, 8, 1.0, -9
12. Cc1cc(C)c(C)c(S(=O)(=O)NCc2ccco2)c1C
  /, -5, /, /, /, -1.2, /, -0.2, 5
13. CCNc1nc(Oc2c(Cl)cccc2Cl)cc(C(F)(F)F)n1
  -3, -9, 0, 1, 21, -1.5, 37, -1.1, 0
14. CSc1nc(N(C)C)nc(N(C)C#N)n1
  1, 4, 12, -8, 7, -1.3, -26, -0.3, -5
15. COc1ccc(CCN2C(=O)CSC2=S)cc1OC
  -7, -3, 5, -8, 0, -0.8, 0, 3.2, -17

Values by screen from the entries so far.
Entries 2–13 in OXTR ag read 4.0, 0.9, 2.7, 1.4, 0.4, -0.6, -1.6, -0.9, -0.8, 0.3, -1.2, -1.5
Entries 2–13 in OXTR potentiate read -1, -2, -9, -21, -1, -6, -11, 0, -10, -9, 5, 0

(list continues)
Results follow in this order: M1 ag, CHO parental Ca, CHRM1 PAM, CHRM1 antagonist, TAAR1 agonist, OXTR ag, TAAR1 antagonist, V1R ag counter, OXTR potentiate
16. Cc1ccc(S(=O)(=O)CCC(=O)OCC(=O)N(C)c2ccccc2)cc1
  -2, /, 7, -6, 1, /, -5, /, /
17. CCOc1ccccc1OCCOCCN1CC(C)OC(C)C1 (stereo not drawn)
  -5, -10, 8, -10, 3, 2.4, -1, 1.1, 7
18. c1coc(CNc2ncnc3[nH]ncc23)c1
  0, -2, 9, -4, 1, 0.5, -12, 2.5, -16
19. Cc1ccc(O)c(-c2cc(-c3cccc(Br)c3)n[nH]2)c1
  -6, 54*, -10, 9, -1, -0.8, 6, -0.7, -5
20. O=C(CCn1cnnn1)N1CCCC(Nc2ccc(F)c(F)c2)C1 (stereo not drawn)
  -2, -6, 2, -5, 0, 2.0, -3, 2.0, -6
21. CCOC(=O)C1CCN(C(=O)COc2ccc(S(=O)(=O)N3CCCC3)cc2C)CC1
  -6, -13, -3, 11, 9, 0.8, 1, 0.8, -4
22. CCc1ccc(-c2cc(C)no2)cc1S(=O)(=O)N1CCN(c2cccc(C)c2C)CC1
  -3, -32, 3, -10, 0, -0.4, -17, 1.0, -13
23. Cc1cc(NCCO)c2ccccc2n1
  -4, 1, 4, -7, 3, 1.8, 2, 1.1, -9
24. O=C(CC(c1ccccc1)c1ccccc1)OCn1nnc2ccccc2c1=O
  2, -20, 1, -33, 1, -1.4, 9, 1.4, -9
25. CC(C)Sc1nc2ccccc2n1CC(N)=O
  -4, 0, 2, -2, 20, 0.7, -17, -0.1, -12
26. c1ccc2c(N3CCCCC3)nc(N3CCCCC3)nc2c1
  -6, -16, -8, -20, 16, 2.0, -16, 0.0, -12
27. O=C(O)c1cccc(S(=O)(=O)N2CCCC2)c1
  -1, -10, 6, -7, /, 1.3, /, 0.2, 4
28. COc1cccc(CCNC(=O)c2cc(COc3ccc(C)c(C)c3)on2)c1OC
  -3, /, 6, -9, 0, /, 13, /, /
29. Cn1c(=O)c2c(nc(CCC3CCCC3)n2C)n(C)c1=O
  -2, /, -2, -3, 0, /, -2, /, /
30. O=C(CCc1nnc(Cc2ccc(-c3ccccc3)cc2)o1)N1CCCC1
  -2, -20, -1, 5, 2, 1.2, 24, 3.3, 0
31. COc1ccc2nc(SCC(=O)N3CCCCCC3)c(C#N)cc2c1
  -5, -20, 5, -4, 12, -2.0, -3, 0.1, -8
32. NC(N)=NS(=O)(=O)c1ccc(NC(=S)NC(=O)c2ccc3c(c2)OCO3)cc1
  -4, -3, 4, 0, 5, -0.9, -4, -0.3, -8
33. CC[C@@]1(c2ccccc2C)C(=O)N(C(=O)OC)N1C(=O)OC
  -2, -12, 7, -11, 3, -0.6, 5, 0.1, -4
34. NNC(=O)CS(=O)(=O)c1ccc(Cl)cc1
  0, -12, -1, -2, 0, -1.4, -5, -0.2, -6
35. CCn1c(=O)c2ccccc2n(Cc2cccc(C)c2)c1=O
  -1, -19, 12, -2, 3, -2.5, 0, -1.3, 8
36. Cc1ccc(CN2C(=O)S/C(=C\c3ccccc3OCC(=O)O)C2=O)cc1
  0, -2, 4, -2, 0, -0.4, 3, 0.3, 5
37. O=C(c1cccc(C(F)(F)F)c1)N1CCN(CCc2ccccc2)CC1
  -6, 0, 5, -5, 3, 1.0, -21, 2.2, -2
38. COC(=O)c1ccc2c(=O)n(CCN3CCOCC3)c(SCC(=O)Nc3ccccc3Cl)nc2c1
  -4, -23, 0, 1, 0, 0.8, -10, -0.9, -8
39. COc1ccc(/C=N/N=C2/NC(=O)C(CC(=O)NC(N)=O)S2)cc1 (stereo not drawn)
  -3, 2, 5, -9, 1, 0.4, -12, -0.1, -11
40. Cn1c(SCC(=O)NCCNC(=O)CSc2nnc(C(F)(F)F)n2C)nnc1C(F)(F)F
  -1, 6, 5, -6, 3, 0.3, 12, 0.1, 4
41. CCOC(=O)c1cc(CC)sc1NC(=O)COc1ccc2c(C)cc(=O)oc2c1
  -4, -2, -1, 1, 0, 0.2, -6, 1.3, -3
42. C=CCc1cccc(CNc2nc3ccccc3n2CC)c1O
  -4, -10, -4, -9, 8, 1.6, -5, 1.9, -8
43. Cc1ccc(N(C(C)C(=O)Nc2ccc(S(=O)(=O)N3CCOCC3)cc2)S(C)(=O)=O)cc1C (stereo not drawn)
  -2, -11, 6, -15, -1, -0.6, -7, -1.2, -5
44. CN(C)C(N)=NCCC[C@H](N)C(=O)O
  -3, 4, -3, -10, 1, -0.7, -9, 0.3, -13
45. CCCNc1nc(Nc2ccc(C)cc2)nc(N2CCCC2)n1
  -8, -22, 5, -8, /, -1.8, /, -0.3, -21
46. COc1ccc(CCNC(=O)CSc2nc3c(sc(=S)n3-c3ccccc3)c(=O)[nH]2)cc1OC
  -4, /, 2, -12, 1, /, 2, /, /
47. O=[N+]([O-])c1ccc2c(c1)Nc1nc3ccccc3nc1N2
  -2, -3, 1, 1, 9, 2.7, 15, 2.2, -9
48. COc1ccc(Oc2nc3c(c(=O)n(C)c(=O)n3C)n2C)cc1
  -3, 3, -7, 18, -1, -0.1, -12, 0.8, 3
49. Cc1ccsc1C(=O)OCC(=O)Nc1cccc(F)c1
  -2, -10, 1, -4, 3, 0.2, -5, 0.5, 0
50. CCCn1cnnc1CNC(=O)C1CCC(=O)N(CCc2cccc(F)c2)C1 (stereo not drawn)
  0, -13, 15, -19, 1, -0.5, -26, 0.5, -9
51. O=C(CCCN1C(=O)c2cccc3cccc(c23)C1=O)N1CCc2ccccc2C1
  -3, -25, 11, -15, 9, -2.1, 17, -1.5, -1
52. O=C(Nc1cccc(NC(=O)c2cccnc2)c1)c1ccccc1
  0, 0, 6, -6, 6, 1.9, 9, 2.4, -16
53. CCCC(=O)Nc1ccc(Sc2ccc([N+](=O)[O-])cc2)cc1
  -3, 25, -15, 21, 2, 2.6, 35, 8.0, -16
54. CCCNNC(=O)C(O)(c1cccc(C)c1)c1cccc(C)c1
  -3, -5, -3, 5, 10, -1.2, -12, 0.4, -7
55. Cc1ccc(S(=O)(=O)CCC(=O)OCC(=O)N2CCN(c3ccccc3)CC2)cc1
  -1, -29, 5, -8, 1, 0.1, -20, 0.6, -1
56. Cc1ccc(S(=O)(=O)c2c(C)nn(C(C)(C)C)c2OC(=O)c2cccs2)cc1
  -1, 10, -3, -34, 1, -1.9, -6, -1.6, -13
57. CC(C)[C@H](NC(=O)Nc1ccc(S(N)(=O)=O)cc1)C(=O)O
  -2, -4, -6, 11, 9, 0.3, 13, 0.3, -6
58. CCc1c(C)nc2cc(C)[nH]n2c1=O
  -3, -8, 4, -8, 13, 0.5, -11, 0.7, -7

Compound activity deposited in PubChem by The Scripps Research Institute Molecular Screening Center.
